Screens (PubChem BioAssay)
MPTP block – blocks calcium-induced mitochondrial swelling. isolated mouse mitochondria, Ca2+ swelling absorbance, 30 min. inhibition, % at 10 µM. 1.4% of 360,000 active;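 active = inhibition of 50% or more, scaled per plate between neutral and stimulator controls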;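 also: 0% = DMSO wells given calcium and 100% = 1 mM EGTA wells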
mIAP inh – mouse IAP inhibition. 0.2% of 330,000 active. inhibition, % at 10 µM. purified mouse IAP, CDP-Star luminescence, 30 min. AID 2806;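 active = inhibition of at least 40% at 10 µM in the primary screen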;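 also: plate controls were DMSO with enzyme for no effect and no enzyme wells for full effect; values of inactives mirror those of a sister screen read the other way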
hIAP block – blocks human intestinal alkaline phosphatase; P09923; AID 2544; purified IAP, CDP-Star luminescence, 30 min; inhibition, % at 10 µM; 0.12% of 330,000 active;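 active = inhibition reaching a set limit with compound at 10 µM in the primary screen, cut at about 35% in these data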;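 also: plate controls were DMSO wells with enzyme for no effect and no-enzyme buffer wells for full effect; values of inactives mirror those of a sister screen read the other way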
Target sequence (P09923 whole entry, looked up): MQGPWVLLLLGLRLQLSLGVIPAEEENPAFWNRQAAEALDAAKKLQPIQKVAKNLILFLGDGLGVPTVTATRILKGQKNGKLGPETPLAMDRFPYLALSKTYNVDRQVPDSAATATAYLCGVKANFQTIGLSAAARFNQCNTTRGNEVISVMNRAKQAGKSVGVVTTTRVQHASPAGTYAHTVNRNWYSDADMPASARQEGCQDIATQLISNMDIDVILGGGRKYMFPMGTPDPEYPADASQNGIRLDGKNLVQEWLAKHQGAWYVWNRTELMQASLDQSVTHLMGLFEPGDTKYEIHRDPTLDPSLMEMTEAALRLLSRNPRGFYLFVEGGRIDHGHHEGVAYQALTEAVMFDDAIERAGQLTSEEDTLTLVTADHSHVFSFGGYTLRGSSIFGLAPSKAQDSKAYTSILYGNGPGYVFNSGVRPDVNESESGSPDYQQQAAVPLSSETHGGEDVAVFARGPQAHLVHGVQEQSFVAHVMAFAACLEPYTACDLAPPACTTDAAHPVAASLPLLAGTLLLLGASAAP
APOBEC3A inh – blocks human APOBEC3A ssDNA deamination; P31941; recombinant A3A, FAM/TAMRA ssDNA deamination fluorescence; inhibition, % at 20 µM; 0.41% of 330,000 active; AID 493011;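 active = at least 40% inhibition at 20 µM here, with at most 30% in a related deaminase screen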;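 also: plate controls were A3A with DMSO for no effect and wells lacking A3A enzyme for full effect; some results filed as inactive read as strong as hits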
NR3A LBD binder – modulators (binders) of human NR3A ligand-binding domain; NR3A LBD differential scanning fluorimetry, Tm shift; 0% = protein alone, 100% = glycine-bound protein; Tm shift relative to glycine control, % at 25 µM; 2.5% of 340,000 active;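 active = melting temperature shift of at least 10% of the positive control shift, at one fixed dose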
hIAP act – human IAP activation; 0.16% of 330,000 active; purified human IAP, CDP-Star luminescence, 30 min; hits give high values; 1 = vehicle-only enzyme, 0 = enzyme-free background; activation factor at 10 µM;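 active = activation factor of the enzyme at least 2-fold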; also: the source names both 10 and 20 µM as test concentration; values of inactives mirror those of a sister screen read the other way
A3G deaminase – blocks human APOBEC3G single-stranded DNA deamination | Q9HC16 | recombinant A3G, ssDNA deamination FAM/TAMRA fluorescence | inhibition, % at 20 µM | 0.28% of 330,000 active;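 active = inhibition of at least 40% at 20 µM, with no more than 30% in the related APOBEC3A deaminase screen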;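 also: plate controls were DMSO wells with A3G for no effect and wells lacking A3G enzyme for full effect; some compounds called inactive have numbers as strong as hits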
Target sequence (Q9HC16 whole entry, looked up): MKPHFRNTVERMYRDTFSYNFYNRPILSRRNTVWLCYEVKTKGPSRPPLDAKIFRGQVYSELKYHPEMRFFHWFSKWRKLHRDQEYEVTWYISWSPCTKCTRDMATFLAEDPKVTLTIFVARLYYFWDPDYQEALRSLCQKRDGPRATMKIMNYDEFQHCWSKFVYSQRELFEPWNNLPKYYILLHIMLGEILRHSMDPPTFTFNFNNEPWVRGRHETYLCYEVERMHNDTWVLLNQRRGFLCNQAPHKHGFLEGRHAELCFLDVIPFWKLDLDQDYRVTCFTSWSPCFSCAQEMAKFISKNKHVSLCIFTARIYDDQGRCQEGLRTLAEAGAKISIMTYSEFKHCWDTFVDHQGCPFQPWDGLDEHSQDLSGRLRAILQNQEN
mIAP act – increases mouse intestinal alkaline phosphatase activity | muIAP, CDP-Star luminescence, 30 min; hits give high values; 1 = vehicle-only enzyme signal, 0 = enzyme-free wells | activation factor at 10 µM | 0.24% of 330,000 active;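 active = activation factor of at least 2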; also: the source names both 10 and 20 µM as test concentration; values of inactives mirror those of a sister screen read the other way
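also added = chemiluminescent substrate CDP-Star | test system = mouse IAP enzyme | signal = chemiluminescence readout | compound = DMSO-dissolved test compounds | incubation = 30 min at room temperature | benchmarks = DMSO wells, no-enzyme wells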
beta cell repl – induces beta-cell replication in MIN6 cells; 0.29% of 330,000 active; proliferation, % at 10 µM; MIN6 cells proliferation, ATPlite luminescence, 48 h; cells starved in 0.2% serum; 100% = growth in 10% serum;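 active = compounds whose signal lies at least 3.5 SD above the mean of all wells on their plate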;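 also: 0% = DMSO-treated cells in low-serum medium and 100% = 10% serum control; some compounds called inactive have numbers as strong as hits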
The depositor's hits bear a star.

For Cc1ccccc1N/C(SCc1ccc(Cl)cc1)=C(/C#N)C(=O)NCc1ccco1 the results were MPTP block 16, mIAP inh 5, hIAP block 17, APOBEC3A inh -2, NR3A LBD binder 0, hIAP act 0.83, A3G deaminase -2, mIAP act 0.95 and beta cell repl -6.
`Cc1ccc(C)c(Nc2nc(N)c3ccccc3n2)c1` gave MPTP block 2.3, mIAP inh 5, hIAP block -12, APOBEC3A inh 1, NR3A LBD binder -1, hIAP act 1.1, A3G deaminase -2, mIAP act 0.95 and beta cell repl -4.
CC1CN(Cc2csc(-c3ccc(Cl)cc3)n2)CC(C)O1 (stereo unspecified) was read as MPTP block 2.0, mIAP inh 4, hIAP block 10, APOBEC3A inh -4, NR3A LBD binder -5, hIAP act 0.9, A3G deaminase -9, mIAP act 0.96 and beta cell repl -3.
CCC(=O)NC(c1cccs1)c1cc(Cl)c2cccnc2c1O (stereo unspecified) was read as MPTP block 2.7, mIAP inh -2, hIAP block -18, APOBEC3A inh -4, NR3A LBD binder -8, hIAP act 1.2, A3G deaminase -11, mIAP act 1 and beta cell repl -6.
`Cc1cc(C)c2nc(N3CCCC(C(=O)NCCCN4CCOCC4)C3)sc2c1` (stereo unspecified) gave MPTP block -0.2, mIAP inh -1, hIAP block -4, APOBEC3A inh -5, NR3A LBD binder 0, hIAP act 1, A3G deaminase -7, mIAP act 1 and beta cell repl -1.
For CC(NC(=O)C(=O)NN=C1CCC(C(C)(C)C)CC1)c1ccccc1 (stereo unspecified) the results were MPTP block 1.7, mIAP inh 7, hIAP block -6, APOBEC3A inh -1, NR3A LBD binder 0, hIAP act 1.1, A3G deaminase -3, mIAP act 0.93 and beta cell repl -3.
For CC1c2ccsc2CCN1C(=O)NC(=O)c1ccc(Cl)cc1 (stereo unspecified) the results were MPTP block 2.6, mIAP inh 4, hIAP block -2, APOBEC3A inh -4, NR3A LBD binder 1, hIAP act 1, A3G deaminase -1, mIAP act 0.96 and beta cell repl 1.
Screening Cc1ccc(C(=O)N/N=C\C=C\c2ccccc2[N+](=O)[O-])cn1 returned MPTP block -2.1, mIAP inh 3, hIAP block -16, APOBEC3A inh 1, NR3A LBD binder 6, hIAP act 1.2, A3G deaminase -6, mIAP act 0.97 and beta cell repl -1.
Screening CC1(C)CC(=O)c2cc(C(=O)O)c(=O)n(-c3ccccc3)c2C1 returned MPTP block -0.6, mIAP inh -5, hIAP block -5, APOBEC3A inh 4, NR3A LBD binder 0, hIAP act 1.1, A3G deaminase 2, mIAP act 1 and beta cell repl -3.
`CC(=O)[C@H]1[C@H](CCc2ccccc2)NC(=O)N(Cc2ccccc2)[C@@H]1C` gave MPTP block -1.5, mIAP inh -9, hIAP block 3, APOBEC3A inh -6, NR3A LBD binder 1, hIAP act 0.97, A3G deaminase -14, mIAP act 1.1 and beta cell repl -1.
Screening OCC(CO)(CO)NCC(O)CN1c2ccccc2Sc2ccccc21 (stereo unspecified) returned MPTP block -1.1, mIAP inh 4, hIAP block 1, APOBEC3A inh -6, NR3A LBD binder -1, hIAP act 0.99, A3G deaminase -4, mIAP act 0.96 and beta cell repl -2.
COc1ccccc1/C=N/NC(=O)c1ccc(-c2ccccc2)cc1 was read as MPTP block 2.5, mIAP inh 12, hIAP block 19, APOBEC3A inh -1, NR3A LBD binder -15, hIAP act 0.81, A3G deaminase -2, mIAP act 0.88 and beta cell repl 2.
`O=C(CNC(=S)N(CCCN1CCOCC1)Cc1cccs1)NCCCN1CCOCC1` gave MPTP block 0.4, mIAP inh 15, hIAP block 5, APOBEC3A inh 0, NR3A LBD binder -7, hIAP act 0.95, A3G deaminase 7, mIAP act 0.85 and beta cell repl 0.
For CCCc1nc2cc3c(cc2[nH]1)n(C)c(=O)n3C the results were MPTP block -2.1, mIAP inh 1, hIAP block 21, APOBEC3A inh -8, NR3A LBD binder -1, hIAP act 0.79, A3G deaminase -6, mIAP act 0.99 and beta cell repl 0.
For CCOC(=O)CN1C(=O)C(O)(c2c(C)[nH]c3ccccc23)c2ccccc21 (stereo unspecified) the results were MPTP block -6.1, mIAP inh -5, hIAP block 17, APOBEC3A inh -4, NR3A LBD binder 1, hIAP act 0.83, A3G deaminase -2, mIAP act 1.1 and beta cell repl -1.
Screening O=C(COC(=O)c1oc2ccccc2c1CSc1ccc(Cl)cc1)NC1CCCC1 returned MPTP block 2.0, mIAP inh 2, hIAP block -15, APOBEC3A inh 1, NR3A LBD binder 2, hIAP act 1.1, A3G deaminase -6, mIAP act 0.98 and beta cell repl -4.
O=C(c1cc([N+](=O)[O-])ccc1N1CCOCC1)N1CCN(c2ccccc2)CC1 was read as MPTP block -0.1, mIAP inh -6, hIAP block -6, APOBEC3A inh 2, hIAP act 1.1, A3G deaminase -2, mIAP act 1.1 and beta cell repl -5.
Screening COc1ccc(C)cc1S(=O)(=O)n1nc(C)cc1C returned MPTP block -0.4, mIAP inh 5, hIAP block -13, APOBEC3A inh -1, NR3A LBD binder 4, hIAP act 1.1, A3G deaminase -9, mIAP act 0.95 and beta cell repl -1.
NS(=O)(=O)c1ccc2nc(NC(=O)c3ccc(Br)o3)sc2c1 was read as MPTP block -2.6, mIAP inh 9, hIAP block -2, APOBEC3A inh -2, NR3A LBD binder -1, hIAP act 1, A3G deaminase -1, mIAP act 0.91 and beta cell repl -1.
Screening Cc1ccc(NC(=O)CCc2nc(-c3cccs3)no2)c(Br)c1 returned MPTP block 1.2, mIAP inh -4, hIAP block -13, APOBEC3A inh -9, NR3A LBD binder -1, hIAP act 1.1, A3G deaminase -10, mIAP act 1 and beta cell repl 1.
Screening C=CCSc1ncccc1C(=O)O returned MPTP block -0.3, mIAP inh 5, hIAP block 7, APOBEC3A inh -1, NR3A LBD binder -1, hIAP act 0.93, A3G deaminase -6, mIAP act 0.95 and beta cell repl -2.
N#C/C(=C\Nc1ccc2cn[nH]c2c1)c1nc(-c2ccc(Cl)cc2)cs1 was read as MPTP block 3.3, mIAP inh 4, hIAP block -19, APOBEC3A inh -5, NR3A LBD binder 3, hIAP act 1.2, A3G deaminase -9, mIAP act 0.96 and beta cell repl -6.
`COC(=O)c1ccc(NCC(=O)Nc2cc(C)cc(C)c2)cc1` gave MPTP block 3.9, mIAP inh -19, hIAP block -12, APOBEC3A inh 50*, NR3A LBD binder -2, hIAP act 1.1, A3G deaminase 18, mIAP act 1.2 and beta cell repl 0.
Screening CNS(=O)(=O)c1cccc(C(=O)NNC(=O)CN(C)S(=O)(=O)c2ccc(Cl)cc2)c1 returned MPTP block 0.2, mIAP inh 10, hIAP block 2, APOBEC3A inh 1, NR3A LBD binder 1, hIAP act 0.97, A3G deaminase -7, mIAP act 0.9 and beta cell repl 4.
For CC(=O)c1ccc(NC(=O)CC(NCCC2=CCCCC2)C(=O)O)cc1 (stereo unspecified) the results were MPTP block 2.1, mIAP inh 7, hIAP block 21, APOBEC3A inh -2, NR3A LBD binder 0, hIAP act 0.79, A3G deaminase 0, mIAP act 0.93 and beta cell repl -1.
Screening Cc1cccc(NC(=O)c2nc[nH]c2C(=O)N[C@@H](Cc2ccccc2)C(=O)OCc2ccccc2)c1 returned MPTP block -0.9, mIAP inh 1, hIAP block -31, APOBEC3A inh 0, NR3A LBD binder 2, hIAP act 1.3, A3G deaminase -5, mIAP act 0.99 and beta cell repl -9.
CCn1nnnc1SCC(=O)Nc1sc(C)c(C)c1C#N was read as MPTP block -3.2, mIAP inh -3, hIAP block -8, APOBEC3A inh 1, NR3A LBD binder -1, hIAP act 1.1, A3G deaminase -1, mIAP act 1 and beta cell repl 1.
`NS(=O)(=O)c1ccc(NC(=O)COC(=O)COc2ccc3ccccc3c2)cc1` gave MPTP block 1.6, mIAP inh 5, hIAP block 4, APOBEC3A inh 4, NR3A LBD binder -2, hIAP act 0.96, A3G deaminase -13, mIAP act 0.95 and beta cell repl -3.
COc1ccc(S(=O)(=O)N(CC(=O)N/N=C/c2ccc(C(=O)O)cc2)Cc2ccccc2)cc1OC was read as MPTP block 0.3, mIAP inh -11, hIAP block 13, APOBEC3A inh 3, NR3A LBD binder -5, hIAP act 0.87, A3G deaminase 5, mIAP act 1.1 and beta cell repl 0.
For Cc1ccccc1Nc1c(-c2cccnc2)nc2cccc(C)n12 the results were MPTP block 0.5, mIAP inh 4, hIAP block -2, APOBEC3A inh 3, NR3A LBD binder -5, hIAP act 1, A3G deaminase 3, mIAP act 0.96 and beta cell repl 3.
For Cn1c(=O)c2c(ncn2CC(COCc2ccc(Cl)cc2)OCc2ccc(Cl)cc2)n(C)c1=O (stereo unspecified) the results were MPTP block 1.9, mIAP inh 4, hIAP block 3, APOBEC3A inh 1, NR3A LBD binder 0, hIAP act 0.97, A3G deaminase -4, mIAP act 0.96 and beta cell repl -2.
For CC(C)(C)c1ccc(-c2noc(CCC(=O)N3CCOCC3)n2)cc1 the results were MPTP block 0.6, mIAP inh -2, hIAP block -2, APOBEC3A inh 1, NR3A LBD binder -2, hIAP act 1, A3G deaminase -9, mIAP act 1 and beta cell repl -4.
Screening O=c1[nH]c2cc3c(cc2cc1CN(CC1CCCO1)S(=O)(=O)c1ccc(Cl)cc1)OCCO3 (stereo unspecified) returned MPTP block 1.0, mIAP inh -15, hIAP block -3, APOBEC3A inh 0, NR3A LBD binder -15, hIAP act 1, A3G deaminase -3, mIAP act 1.2 and beta cell repl -3.
For Cc1ccccc1OCC(=O)NNC(=O)c1cc(S(=O)(=O)N2CCOCC2)ccc1N1CCCC1 the results were MPTP block -2.8, mIAP inh 1, hIAP block -34, APOBEC3A inh -2, NR3A LBD binder 0, hIAP act 1.3, A3G deaminase -6, mIAP act 0.99 and beta cell repl 5.
Screening CC(=O)Nc1cccc(C(=O)OCC(=O)c2ccccc2Cl)c1 returned MPTP block 1.2, mIAP inh -8, hIAP block -12, APOBEC3A inh -2, NR3A LBD binder 1, hIAP act 1.1, A3G deaminase -2, mIAP act 1.1 and beta cell repl -1.
`CCOC(=O)C(NC(=O)NCc1ccccc1OC)(OCC)C(F)(F)F` (stereo unspecified) gave MPTP block -0.5, mIAP inh -3, hIAP block 12, APOBEC3A inh 1, NR3A LBD binder -13, hIAP act 0.88, A3G deaminase -6, mIAP act 1 and beta cell repl -1.
CCOC(=O)N1CCC(N2CC34C=CC(O3)C(C(=O)O)C4C2=O)CC1 (stereo unspecified) was read as MPTP block -3.8, mIAP inh 8, hIAP block -12, APOBEC3A inh -1, NR3A LBD binder 0, hIAP act 1.1, A3G deaminase -1, mIAP act 0.92 and beta cell repl -1.
`CC(=O)Nc1cccc2c1C(=O)NC2=O` gave MPTP block -0.2, mIAP inh -3, hIAP block 5, APOBEC3A inh 1, NR3A LBD binder 0, hIAP act 0.95, A3G deaminase -2, mIAP act 1 and beta cell repl 0.
For COC(=O)c1ccc(NC(=O)C2CCCN(S(C)(=O)=O)C2)cc1 (stereo unspecified) the results were MPTP block 35, mIAP inh 5, hIAP block 8, APOBEC3A inh -4, NR3A LBD binder 0, hIAP act 0.92, A3G deaminase -6, mIAP act 0.95 and beta cell repl 1.

Two successive compounds out of the list so far, for reference:
`CC(=O)Nc1cccc2c1C(=O)NC2=O` gave MPTP block -0.2, mIAP inh -3, hIAP block 5, APOBEC3A inh 1, NR3A LBD binder 0, hIAP act 0.95, A3G deaminase -2, mIAP act 1 and beta cell repl 0.
For COC(=O)c1ccc(NC(=O)C2CCCN(S(C)(=O)=O)C2)cc1 (stereo unspecified) the results were MPTP block 35, mIAP inh 5, hIAP block 8, APOBEC3A inh -4, NR3A LBD binder 0, hIAP act 0.92, A3G deaminase -6, mIAP act 0.95 and beta cell repl 1.
